Screens: PubChem, National Center for Advancing Translational Sciences (NCATS)
PI4K2A inh: PI4K2A (human) kinase inhibition; Q9BTU6; purified PI4K2A, ADP-Glo luminescence, 1 h; active compounds read low; activity change, negative = inhibition, % at 76.9 µM; 0.13% of 420,000 active; AID 1346378; in the data active = activity change below about -50%; inconclusive = mostly about -30% to -49%;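 note: -100% = wells without enzyme as full effect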
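PI4K2A activity was measured by ADP-Glo luminescence: enzyme (4 ug/mL stock) and phosphatidylinositol (1.2 mM stock) in Tris pH 7.5/MgCl2/EGTA/Triton X-100 buffer were reacted with ATP (300 microM stock) for one hour at ambient temperature.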
Pol eta inh: blocks human DNA polymerase eta activity | recombinant Pol eta, fluorescent DNA replication assay | Potency, µM (highest dose often 114 µM), for inactives: at the highest dose activity change, negative = inhibition, actives largely listed as inhibitors | 1.2% of 390,000 active; note: potency is the fitted concentration of half-maximal effect; % is set by controls: 0 for no effect and ±100 for the full control effect
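Pol eta at 10 nM preincubated with compounds 15 min at room temperature; reaction started with fluorescent substrate (50 nM final) and read kinetically at 0 and 10 min.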
GLS inhibitor: glutaminase GLS (human) inhibition. O94925. GLS enzymatic activity, qHTS titration. Potency, µM (titrated, usually from 45.5 µM), without a hit: at the highest dose activity change, negative = inhibition, usual class: inhibitors. 0.21% of 410,000 active. AID 624170; note: potency is the fitted concentration of half-maximal effect; % is set by controls: 0 for no effect and ±100 for the full control effect
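Compounds were pin-transferred onto hKGA, after which L-glutamine (1 mM solution) and a detection mix of glutamate oxidase, HRP and Amplex Red were added. Initial and 30 min RT fluorescence reads were collected.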
Pin1 inhibitor: inhibitors of human Pin1 | Pin1 FP peptide displacement, HiFluor488, 10 min | Q13526 | 0.009% of 390,000 active | AID 504891 | Potency, µM (top dose mostly 115 µM), inactives show top-dose activity, negative = inhibition, usual class: inhibitors; active = well fitted inhibition curve with a large enough effect in the polarisation, with a control signal flat, not every such curve was filed as active; inconclusive = small, poorly fitted or top-dose-only effect, or effect the other way, or a change in a side signal; inactive = no such curve, though single readings can be large or run the other way; the % refers to the polarisation; note: potency is the fitted concentration of half-maximal effect; % is set by controls: 0 for no effect and ±100 for the full control effect
Target sequence (Q13526 whole entry, looked up): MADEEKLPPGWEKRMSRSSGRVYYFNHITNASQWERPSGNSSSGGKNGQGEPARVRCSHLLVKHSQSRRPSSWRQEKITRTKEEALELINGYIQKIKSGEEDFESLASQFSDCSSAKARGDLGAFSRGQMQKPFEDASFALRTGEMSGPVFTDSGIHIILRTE
BAZ2B inh: inhibitors of human BAZ2B bromodomain | Q9UIF8 | AlphaScreen BAZ2B-H3K14Ac peptide displacement | Potency, µM (series often up to 114 µM), without a hit: at the highest dose activity change, negative = inhibition, actives largely listed as inhibitors | AID 504333 | 4.4% of 360,000 active; note: potency is the fitted concentration of half-maximal effect; % is set by controls: 0 for no effect and ±100 for the full control effect; nearly all actives have a fitted effect of over 60% in size
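BAZ2B (50 nM) with biotin-H3(5-23)K14Ac peptide (50 nM) in PBS pH 7.4, 0.01% Tween-20, preformed 30 min, then compound 30 min at room temperature; top concentration 110uM. AlphaScreen streptavidin donor/nickel chelate acceptor beads (10 ug/mL final), 20 min dark, signal read.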
JMJD2A Tudor inh: blocks the human JMJD2A Tudor domain; AlphaScreen JMJD2A-Tudor / H3K4me3 peptide binding; Potency, µM (highest dose often 114 µM), without a hit: at the highest dose activity change, negative = inhibition, actives largely listed as inhibitors; 4.4% of 390,000 active; note: potency is the fitted concentration of half-maximal effect; % is set by controls: 0 for no effect and ±100 for the full control effect; nearly all actives have a fitted effect of over 50% in size
Tb PGK inh: inhibitors of T. brucei phosphoglycerate kinase; P07378; PGK/GAPDH coupled, Kinase-Glo luminescence, 60 min; Potency, µM (highest dose often 57.5 µM), for the others: at the top dose activity change, negative = inhibition, hits mostly inhibitors; 0.043% of 380,000 active; AID 602233; note: potency is the fitted concentration of half-maximal effect; % is set by controls: 0 for no effect and ±100 for the full control effect; nearly all actives have a fitted effect of over 60% in size
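Recombinant glycosomal PGK reaction used 1,3-bisphosphoglycerate generated in-well by GAPDH (100nM final) in 100mM TEA pH 7.6, 5mM MgCl2, 0.01% Tween-20. After 60 minutes at room temperature, ATP was read by Kinase-Glo Plus luminescence end-point.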
HP1b binding inh: inhibitors of HP1-beta chromodomain binding to methylated histone tails. P83916. AlphaScreen HP1-beta / biotin-H3K9me3 peptide binding. Potency, µM (series often up to 114 µM), inactives show at the highest dose activity change, negative = inhibition, actives largely listed as inhibitors. 0.56% of 390,000 active. AID 540317; note: potency is the fitted concentration of half-maximal effect; nearly all actives have a fitted effect of over 70% in size; inactives centre near 23
Target sequence (P83916 whole entry, looked up): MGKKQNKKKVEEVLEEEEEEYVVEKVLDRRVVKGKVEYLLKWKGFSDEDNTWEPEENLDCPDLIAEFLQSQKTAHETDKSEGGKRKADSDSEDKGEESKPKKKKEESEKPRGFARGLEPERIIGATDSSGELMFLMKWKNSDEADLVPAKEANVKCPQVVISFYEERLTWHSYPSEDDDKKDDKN
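Compound inhibition of the preformed complex between 50 nM HP1-beta and 50 nM biotinylated H3K9me3 peptide was read by AlphaScreen. Buffer was PBS pH 7.4 with 0.01% Tween-20. Incubations ran 30 min at room temperature, with 10 ug/mL donor/acceptor beads.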
G9a inh: blocks human histone lysine methyltransferase G9a; Q96KQ7; G9a H3K9 monomethylation, AlphaScreen, 2 h; Potency, µM (doses to about 102 µM), for the others: at the highest dose activity, negative = inhibition, usual class: inhibitors; 8.8% of 350,000 active; AID 504332; note: potency is the fitted concentration of half-maximal effect; % is set by controls: 0 for no effect and ±100 for the full control effect; nearly all actives have a fitted effect of over 75% in size
Target sequence (Q96KQ7 913-1193 limits assumed): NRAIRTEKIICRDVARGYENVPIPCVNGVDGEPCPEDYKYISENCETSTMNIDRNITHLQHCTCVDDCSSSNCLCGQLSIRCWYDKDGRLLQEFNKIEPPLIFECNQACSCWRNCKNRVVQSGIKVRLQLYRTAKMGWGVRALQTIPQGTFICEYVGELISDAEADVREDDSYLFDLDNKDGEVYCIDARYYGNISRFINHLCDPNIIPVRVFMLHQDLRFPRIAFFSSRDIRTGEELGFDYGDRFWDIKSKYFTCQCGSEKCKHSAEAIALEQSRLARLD
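G9a (20 nM) preincubated 15 min RT with compounds, then 500 nM biotinylated H3K9 peptide and 20 uM SAM added; 2 h RT reaction. Monomethyl-H3K9 product detected by AlphaScreen with anti-H3K9me1 antibody, streptavidin donor and anti-rabbit IgG acceptor beads.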
* marks the source's active call; other numbers are inactive results; i = inactive; ? = inconclusive; / = no result given; [ ] = remark or other dose. Unless noted, calls come from the whole dose curve; as a rule, active = well fitted curve in the direction sought with a large enough effect; inconclusive = small, poorly fitted or top-dose-only effect, or another doubt; inactive = no such curve, though single readings can be large; an effect the other way counts as inactive or inconclusive. These rows are one share of the data; the hit share may differ from the screen's.

Letters: A = PI4K2A inh; B = Pol eta inh; C = GLS inhibitor; D = Pin1 inhibitor; E = BAZ2B inh; F = JMJD2A Tudor inh; G = Tb PGK inh; H = HP1b binding inh; I = G9a inh
[1] Cc1nc(-c2ccc(S(=O)(=O)NCc3ccccc3Cl)cc2)co1
  A = -3; B = -11%; C = 5%; D = 1%; E = 3%; F = 7%; G = -6%; H = 22%[57 µM]; I = -31%[59 µM]
[2] COc1ccc(C(=O)CSc2cc(C)nc(SCC(=O)c3ccc(C)cc3)n2)cc1
  A = -17; B = -14%; C = 10%; D = 27%; E = 2%; F = 10%; G = -4%; H = 53%[activator]; I = 22%[59 µM]
[3] Cc1cc(C(=O)CCl)c(C)n1CCc1ccc(F)cc1
  A = -2; B = -16%; C = 6%; D = 3%; E = -24%; F = 0%; G = i; H = 31%; I = -8%
[4] O=C(O)C1(Nc2ccc([N+](=O)[O-])cc2[N+](=O)[O-])CCCC1
  A = -3; B = -7%; C = 9%; D = -3%; E = /; F = -11%; G = -2%; H = 17%; I = /
[5] COC(=O)c1ccccc1NC(=O)N1CCN(c2ccccc2)CC1
  A = 3; B = -2%; C = 0%; D = -2%; E = -27%; F = -15%; G = -2%; H = 6%; I = -5%
[6] CC(=O)Nc1nonc1-c1nc2ccccc2n1Cc1ccccc1
  A = 3; B = ?; C = -1%; D = 32%[activator]; E = 1%; F = -13%[57.1 µM]; G = 2%; H = 62%[activator]; I = ?
[7] CC(C)c1ccc(NC(=O)N2CCN(S(=O)(=O)c3ccccc3)CC2)cc1
  A = -1; B = -18%; C = -14%; D = 22%; E = -18%; F = -10%; G = -2%; H = 29%; I = 7%
[8] COCC(=O)N(Cc1cc2ccccc2[nH]c1=O)c1ccccc1OC
  A = 11; B = -7%; C = -19%; D = -5%; E = 0%; F = -9%; G = -8%; H = 19%; I = 4%[2.33 µM]
[9] CCOc1ccc2[nH]c(=O)c(CN(CCCN3CCOCC3)C(=O)Nc3ccc(F)cc3)cc2c1
  A = 3; B = 11%; C = -4%; D = -2%; E = /; F = -8%; G = -9%; H = 40%[activator]; I = /
[10] Cn1c(=O)c2ncn(CC(=O)NCCOc3ccc(C(C)(C)C)cc3)c2n(C)c1=O
  A = 1; B = -2%; C = 1%; D = -6%; E = 0%; F = -2%; G = -9%; H = 5%; I = 40µM*
[11] CC(C)N(Cc1nccn1C)C(=O)c1cc(COc2cccc(C(F)(F)F)c2)on1
  A = 3; B = -20%; C = -15%; D = 15%; E = -26%[57.1 µM]; F = -4%; G = -3%; H = 30%; I = 3%
[12] O=C(Cn1nc(-c2ccc(Cl)cc2)ccc1=O)NCCCN1CCN(Cc2ccccc2)CC1
  A = 2; B = -11%; C = -6%; D = -6%; E = 1%; F = -13%; G = -1%; H = 13%; I = 21%[12.7 µM]
[13] CCOC(=O)C1=C(C)N=c2s/c(=C/c3cccc([N+](=O)[O-])c3O)c(=O)n2C1c1ccc(OC)cc1OC (stereo not given)
  A = -17; B = 50µM*; C = ?; D = ?; E = 5µM*; F = 11µM*; G = ?; H = 7.1µM*; I = 7.1µM*
[14] c1ccc(-c2cc3cc4c(cc3cn2)OCO4)cc1
  A = -14; B = -12%; C = 3%; D = 3%; E = /; F = 53%[activator]; G = -13%; H = 103%[activator]; I = /
[15] CCc1ccc(CCC(=O)Nc2sc(C)c(C)c2C(=O)OC)o1
  A = -7; B = -14%; C = -1%; D = -5%; E = 13%; F = 24%; G = ?; H = 25%; I = -36%[59 µM]
[16] OCCN1CCN(CC#CCC(c2ccccc2)c2ccccc2)CC1
  A = 2; B = 29%; C = -9%; D = -1%; E = -3%; F = -17%; G = -9%; H = 36%; I = 9%
[17] CCc1ccc(-c2nc(C)c(CCO)c(=O)[nH]2)cc1
  A = -8; B = -1%; C = 1%; D = 0%; E = 5%; F = -16%; G = -3%; H = 25%; I = /
[18] COCCOC(=O)C1=C(C)NC(=O)NC1c1ccco1 (stereo not given)
  A = -3; B = 79µM*; C = -4%; D = 1%; E = ?; F = -14%; G = -4%; H = 0%; I = /
[19] Cc1ccc(C(=O)CC2(O)C(=O)N(CN3CCOCC3)c3ccccc32)cc1 (stereo not given)
  A = 2; B = -10%; C = -13%; D = -2%; E = 0%; F = 8%; G = -1%; H = 20%; I = ?
[20] CN(C)CCN1C(=O)c2oc3ccc(F)cc3c(=O)c2C1c1ccncc1 (stereo not given)
  A = -2; B = -14%; C = -6%; D = 0%; E = 5%; F = 3%; G = -4%; H = 28%; I = -14%[59 µM]
[21] CN(C)CCNC(=O)c1ccc2c(c1)N(Cc1c(F)cccc1Cl)C(=O)c1ccccc1S2
  A = -4; B = -14%; C = 3%; D = 0%; E = /; F = ?; G = 0%; H = -5%; I = 16µM*
[22] COc1ccccc1NS(=O)(=O)c1ccc(O)c(C(N)=O)c1
  A = 4; B = -21%; C = 19%; D = ?; E = -5%; F = -3%[57.1 µM]; G = -4%; H = 12%; I = -23%[59 µM]
[23] O=C(NC(=S)NCC1CCCO1)c1ccc(Br)o1 (stereo not given)
  A = 3; B = -14%; C = -17%; D = 1%; E = -12%; F = -8%; G = -6%; H = 50%[activator]; I = ?
[24] Cc1ccccc1N/C=C/C(=C(C#N)C#N)N(C)C
  A = 0; B = -8%; C = 0%; D = -5%; E = 12%; F = -15%; G = -7%; H = 13%; I = -7%[2.33 µM]

Structures listed so far shown as hits in G9a inh:
Letters: A = PI4K2A inh; B = Pol eta inh; C = GLS inhibitor; D = Pin1 inhibitor; E = BAZ2B inh; F = JMJD2A Tudor inh; G = Tb PGK inh; H = HP1b binding inh; I = G9a inh
[10] Cn1c(=O)c2ncn(CC(=O)NCCOc3ccc(C(C)(C)C)cc3)c2n(C)c1=O
  A = 1; B = -2%; C = 1%; D = -6%; E = 0%; F = -2%; G = -9%; H = 5%; I = 40µM*
[13] CCOC(=O)C1=C(C)N=c2s/c(=C/c3cccc([N+](=O)[O-])c3O)c(=O)n2C1c1ccc(OC)cc1OC (stereo not given)
  A = -17; B = 50µM*; C = ?; D = ?; E = 5µM*; F = 11µM*; G = ?; H = 7.1µM*; I = 7.1µM*
[21] CN(C)CCNC(=O)c1ccc2c(c1)N(Cc1c(F)cccc1Cl)C(=O)c1ccccc1S2
  A = -4; B = -14%; C = 3%; D = 0%; E = /; F = ?; G = 0%; H = -5%; I = 16µM*

Of the compounds above, these contain a nitro group on carbon.
Letters: A = PI4K2A inh; B = Pol eta inh; C = GLS inhibitor; D = Pin1 inhibitor; E = BAZ2B inh; F = JMJD2A Tudor inh; G = Tb PGK inh; H = HP1b binding inh; I = G9a inh
[4] O=C(O)C1(Nc2ccc([N+](=O)[O-])cc2[N+](=O)[O-])CCCC1
  A = -3; B = -7%; C = 9%; D = -3%; E = /; F = -11%; G = -2%; H = 17%; I = /
[13] CCOC(=O)C1=C(C)N=c2s/c(=C/c3cccc([N+](=O)[O-])c3O)c(=O)n2C1c1ccc(OC)cc1OC (stereo not given)
  A = -17; B = 50µM*; C = ?; D = ?; E = 5µM*; F = 11µM*; G = ?; H = 7.1µM*; I = 7.1µM*
